CDK5 inh = inhibitors of human CDK5/p35 kinase, primary screen, biochemical, single concentration; Cyclin-dependent kinase 5 (Homo sapiens) + Cyclin-dependent kinase 5 activator 1 (Homo …; 330,000 tested, 0.01% active; Recombinant CDK5/p35, ADP-Glo luminescence, 60 min; inhibition, % at 10 µM;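 active means highest replicate inhibition of at least 50% and at least 75% of replicates reaching 50%; inconclusive means only one of the two criteria met; inactive means both criteria failed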;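 further: plate controls were DMSO neutral control for no effect and GW8510 at 10 µM for full effect; many of its hits are not listed in these tables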
Target sequence (Q00535 whole entry, looked up): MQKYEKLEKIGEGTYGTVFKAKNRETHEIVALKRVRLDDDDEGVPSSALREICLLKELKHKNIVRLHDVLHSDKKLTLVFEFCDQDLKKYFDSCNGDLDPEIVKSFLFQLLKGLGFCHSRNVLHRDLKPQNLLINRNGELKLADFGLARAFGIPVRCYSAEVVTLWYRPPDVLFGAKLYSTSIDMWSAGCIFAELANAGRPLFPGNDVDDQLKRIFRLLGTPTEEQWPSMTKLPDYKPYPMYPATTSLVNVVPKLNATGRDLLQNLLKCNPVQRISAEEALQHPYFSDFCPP
Target sequence (Q15078 whole entry, looked up): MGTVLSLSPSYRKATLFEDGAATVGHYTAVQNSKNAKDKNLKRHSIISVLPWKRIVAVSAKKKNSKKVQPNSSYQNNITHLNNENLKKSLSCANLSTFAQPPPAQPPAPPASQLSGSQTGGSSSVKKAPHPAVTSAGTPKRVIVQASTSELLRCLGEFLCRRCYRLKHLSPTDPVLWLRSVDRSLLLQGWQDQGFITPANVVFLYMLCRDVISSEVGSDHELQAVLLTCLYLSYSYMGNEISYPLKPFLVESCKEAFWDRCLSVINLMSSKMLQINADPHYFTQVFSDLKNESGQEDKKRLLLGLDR
dFosB act = activators of delta FosB homodimer, primary screen, biochemical, fluorescence polarization, TAMRA-CDK5 oligo, single point; Protein FosB (Mus musculus), P13346; purified delta FosB; percent of positive-control signal above neutral wells; activation, % at 25 µM; 340,000 tested, 0.99% active; AID 493131, 2011;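 active means mean activation above about 17%, with every replicate also reaching it, limit read from the data, passing the limit was not always enough; inconclusive means only one of the two conditions met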;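 further: fluorescence polarization rise as delta FosB binds a TAMRA Cdk5 AP-1 oligo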
MITF act = activators of MITF-driven TRPM1 promoter reporter, primary screen, cell-based, SK-MEL-5, luciferase, single point | SK-MEL-5 TRPM1-promoter luciferase, 24 h; % of positive control, neutral wells = 0 | 300,000 tested, 0.75% active | activation, % at 12.5 µM;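 active means mean activation of at least 80% with every replicate also reaching 80%; inconclusive means mean reaches 80% but some replicate falls short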;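 further: 0% = neutral control wells and 100% = parthenolide positive control wells; values of inactives mirror those of a sister screen read the other way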
SR-BI DiI inh = inhibitors of SR-BI mediated HDL lipid uptake, primary screen, ldlA[mSR-BI] cells, fluorescence, single point. Scavenger receptor class B member 1 (Mus musculus), Q61009. ldlA[mSR-BI] CHO cells, DiI-HDL uptake fluorescence, 3 h. inhibition, % at 12.5 µM. 320,000 tested, 0.96% active. AID 488896, 2010;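 active means mean replicate inhibition of at least 70% and a set share of replicates each scoring 70 or more; inconclusive means meets just one of the two criteria; inactive means fails both criteria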;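 further: 0% = median of neutral control wells and 100% = median of positive control wells; values of inactives mirror those of a sister screen read the other way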
Target sequence (Q61009 whole entry, looked up): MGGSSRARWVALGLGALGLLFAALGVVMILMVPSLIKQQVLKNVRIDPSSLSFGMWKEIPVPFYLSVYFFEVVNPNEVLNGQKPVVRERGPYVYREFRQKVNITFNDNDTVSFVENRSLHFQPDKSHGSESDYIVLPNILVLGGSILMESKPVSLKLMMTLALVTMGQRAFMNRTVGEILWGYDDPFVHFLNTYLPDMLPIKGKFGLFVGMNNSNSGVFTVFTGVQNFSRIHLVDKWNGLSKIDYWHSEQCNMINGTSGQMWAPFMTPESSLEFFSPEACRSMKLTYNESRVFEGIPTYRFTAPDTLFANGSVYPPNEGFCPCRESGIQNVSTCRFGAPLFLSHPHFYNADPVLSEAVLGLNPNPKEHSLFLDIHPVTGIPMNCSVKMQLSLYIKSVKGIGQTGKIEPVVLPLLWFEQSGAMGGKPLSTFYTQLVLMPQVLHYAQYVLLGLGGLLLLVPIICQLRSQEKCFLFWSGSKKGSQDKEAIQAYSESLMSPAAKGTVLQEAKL
Wnt act = Wnt/beta-catenin pathway activators, primary screen, cell-based, plate reader, single point. activation, % at 9.35 µM. 300,000 tested, 1.2% active. AID 743398, 2014. Wnt/beta-catenin reporter cell assay, activator; in the data active means activation above about 30%, passing the limit was not always enough; inconclusive means no clear call, values can overlap the other calls;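 further: 0% = neutral control wells and 100% = positive control wells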
Rtt109 Vps75 = inhibitors of C. albicans Rtt109/Vps75 HAT, primary screen, biochemical, ThioGlo CoA-SH fluorescence, plate reader; Histone acetyltransferase RTT109 (Candida albicans (strain SC5314 / ATCC MYA-2876)), …; purified Rtt109/Vps75, 4 h; inhibition, % at 34.9 µM; 330,000 tested, 0.16% active;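 active means inhibition of at least 50% in every replicate; inconclusive means best replicate reaches 50% inhibition but some replicates fall short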
cardiac RTF act = cardiac RTF calcium sensitivity activators, primary screen, biochemical, IANBD-TnC fluorescence, EC20 calcium; IANBD-labeled TnC RTF fluorescence at EC20 calcium; 0% EC20 calcium, 100% full calcium; 340,000 tested, 0.24% active; activation, % at 7.2 µM; Troponin I, cardiac muscle (Homo sapiens) + Troponin T, cardiac muscle (Homo sapiens) + …;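 active means activation above the mean over all tested compounds plus 3 SD, cut at about 30% in these data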;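 further: rise in fluorescence read as greater calcium sensitivity of cardiac thin filaments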
SR-BI uptake up = activators of SR-BI mediated DiI-HDL uptake, primary screen, ldlA[mSR-BI] CHO cells, DiI fluorescence | 3 h; 100 = double the neutral-control signal | activation, % at 12.5 µM | 320,000 tested, 0.096% active | AID 504775, 2011;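 active means mean replicate activation of at least 60% and every replicate at or above 60%; inconclusive means mean or all-replicate condition met, but not both; inactive means mean below 60% and not all replicates reaching 60%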;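 further: 0% = median plate neutral-control signal and 100% = twice that signal; values of inactives mirror those of a sister screen read the other way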
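Assay system: CHO ldlA[mSR-BI] cells, LDL receptor-null, SR-BI overexpressing; medium: Ham's F12 with 0.5% BSA, HEPES 25 mM, pH 7.4; also added: DiI-HDL 10 µg/mL; timing: 3 h uptake period with compound, 37 °C; signal: DiI fluorescence, bottom read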
PvdQ acylase = P. aeruginosa PvdQ acylase inhibitors, primary screen, biochemical, fluorescence, plate reader and imaging, single point. purified PvdQ acylase. inhibition, % at 10 µM. 340,000 tested, 0.063% active. AID 488965, 2010; in the data active means inhibition above about 30%, passing the limit was not always enough; inconclusive means no clear call, values can overlap the other calls;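 further: 0% = vehicle neutral wells and 100% = reference inhibitor wells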
HTR5A ag = HTR5A agonists in luminescence cell assay, primary screen, counter-screen for OPRM1-OPRD1 heterodimer agonist project, full-deck HTS; 5-hydroxytryptamine receptor 5A (Homo sapiens), P47898; cell-based; activation, % at 9.3 µM; 340,000 tested, 0.61% active; AID 504692, 2011; in the data active means activation mostly above about 9.5%, no sharp cut-off; inactive means mostly below about 7.6%;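 further: 0% = cells with vehicle only and 100% = reference agonist; strong numbers were not always called active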
An asterisk follows results filed as active; ? = inconclusive; . = no result given.

SMILES	CDK5 inh	dFosB act	MITF act	SR-BI DiI inh	Wnt act	Rtt109 Vps75	cardiac RTF act	SR-BI uptake up	PvdQ acylase	HTR5A ag
CC1CCC(NC(=O)Cn2c(=O)oc3cc(S(=O)(=O)N4CCCC4)ccc32)CC1 (configuration not stated)	-0.1	-26	.	10	-2	-15	1	-10	5	1
COc1ccc(C(=O)OCC(=O)Nc2ccc(F)c(F)c2)cc1OC	-1.4	-9	6	-18	.	4	-7	18	4	2
O=C1CCC([N+](=O)[O-])C(c2ccc(Br)cc2)N1 (configuration not stated)	0.6	1	-9	-7	.	-6	-2	7	2	-1
CCN1CCSc2ccc(C(=O)NCc3cc(Br)ccc3OC)cc21	1.9	-5	.	56	-2	2	0	-56	5	8
Cc1c(OC(C)C(=O)NCC2CCC(C(=O)O)CC2)ccc2c3c(c(=O)oc12)CCCC3 (configuration not stated)	0.4	-2	2	8	2	0	1	-8	-16	0
O=C(CCc1ccccc1)c1nnc(-c2ccccc2)o1	-1.5	-5	10	-4	-1	-6	3	4	-11	-4
CCN1CCN(c2ccccc2NC(=O)C(C)Oc2ccc(C(C)=O)cc2)CC1 (configuration not stated)	0.3	-3	-3	-10	1	-13	-2	10	-16	0
Cc1cc(NC(=O)COc2cccc([N+](=O)[O-])c2)no1	1.4	2	-7	-15	0	-5	2	15	5	5
COc1ccc2c(c1)C1(C)CC(C)(C)N2C(=O)N1c1ccccc1 (configuration not stated)	0.8	-3	-4	-18	-1	1	9	18	-17	4
NCCCCCc1nnc(SCc2ccccc2Cl)o1	0.4	-2	.	10	.	2	-2	-10	-3	-4
CCN(CC(=O)Nc1ccc(OC)cc1)C(=O)c1ccc2ccccc2c1	3.7	-15	2	8	1	-4	-7	-8	-11	-2
O=C(Nc1ccccc1C(=O)O)c1cc(S(=O)(=O)N2CCCCCC2)ccc1Cl	-0.8	-3	-22	-11	2	3	-10	11	4	6
O=c1nc(/C=C/c2cc([N+](=O)[O-])ccc2Cl)cc(C(F)(F)F)[nH]1	-0.1	1	-1	-21	.	-14	-4	21	1	0
CC(C)(C)CC(=O)Nc1ccc(S(=O)(=O)N2CCCC2)cc1	-0.6	-1	2	9	-1	-11	-3	-9	2	3
CN1CCc2c(n(CC(O)CN3CCN(CCO)CC3)c3ccccc23)C1=O (configuration not stated)	-0.3	0	15	-17	-1	-11	2	17	-15	4
Cc1ccc2c(C)c(C(=O)N(Cc3ccc(N(C)C)cc3)C3CCS(=O)(=O)C3)oc2c1 (configuration not stated)	-0.6	-10	5	16	-10	8	-7	-16	-5	10
COc1ccc(OC)c(Nc2nc(-c3ccccc3O)nc3ccccc23)c1	-0.2	-7	11	54	-2	-1	3	-54	-7	2
COC(=O)c1ccc(CNC(=O)c2ccc3oc(C(C)C)nc3c2)cc1	1.3	-7	37	0	19	-9	-4	0	-4	-2
O=c1c2ccccc2c2ccccc2c(=O)n1-c1ccccc1	-1.1	-16	-6	-19	15	.	-6	19	-9	3
Cc1cc(=O)oc2cc(OCC(=O)OCC(=O)Nc3ccc4ccccc4c3)ccc12	-1.7	-4	10	4	.	-2	1	-4	-12	9
O=C(O)c1cc(S(=O)(=O)Nc2ccc(N3CCCCC3)cc2)ccc1Cl	-0.4	-2	3	4	-4	3	-1	-4	-3	-3
CC1CCCCC1NC(=O)Cn1nnc(-c2ccc(Cl)cc2)n1 (configuration not stated)	7.2	-4	-4	-17	-2	-10	-4	17	6	1
O=[N+]([O-])c1ccc2c(c1)ncn2-c1ccccc1	-0.1	3	10	15	.	8	2	-15	1	2
COc1ccccc1NS(=O)(=O)c1cc(C(=O)N2CCCC2)ccc1F	0.3	-11	-4	15	2	-2	4	-15	-8	3
CC(OC(=O)c1cccs1)C(=O)NCc1ccco1 (configuration not stated)	1.0	-5	15	6	.	3	-5	-6	-7	8
CCOC(=O)c1nn(-c2ccc3c(c2)CCN3C(C)=O)cc1O	-1.0	6	4	-8	13	-5	3	8	-14	2
O=C(c1cc2ccccc2o1)N1CCC(N2CCC(C(=O)N3CCCC3)CC2)CC1	2.5	1	-1	3	.	-2	10	-3	-1	5
CCOc1ccc(C(=O)NC(=S)Nc2cccnc2)cc1	-0.5	4	16	-25	-3	-5	-1	25	-1	3
COC(=O)[C@@H](NC(=O)NC1CCCc2ccccc21)C(C)C (some centres not stated)	-0.2	-5	-22	-7	.	1	1	7	-1	1
N#Cc1cccc(-c2nnc(SCc3ccccc3C#N)o2)c1	-0.4	-4	51	-2	24	7	0	2	-11	-3

Some values from the list:
O=C1CCC([N+](=O)[O-])C(c2ccc(Br)cc2)N1 (configuration not stated) in HTR5A ag has -1
COC(=O)[C@@H](NC(=O)NC1CCCc2ccccc21)C(C)C (some centres not stated) in Rtt109 Vps75 has 1
CCN(CC(=O)Nc1ccc(OC)cc1)C(=O)c1ccc2ccccc2c1 in dFosB act has -15
COC(=O)c1ccc(CNC(=O)c2ccc3oc(C(C)C)nc3c2)cc1 in cardiac RTF act has -4

Full records as entered above. Order of values: CDK5 inh, dFosB act, MITF act, SR-BI DiI inh, Wnt act, Rtt109 Vps75, cardiac RTF act, SR-BI uptake up, PvdQ acylase, HTR5A ag
CCOC(=O)c1nn(-c2ccc3c(c2)CCN3C(C)=O)cc1O in the list: -1.0, 6, 4, -8, 13, -5, 3, 8, -14, 2
O=[N+]([O-])c1ccc2c(c1)ncn2-c1ccccc1 in the list: -0.1, 3, 10, 15, ., 8, 2, -15, 1, 2

The listing continues:
SMILES	CDK5 inh	dFosB act	MITF act	SR-BI DiI inh	Wnt act	Rtt109 Vps75	cardiac RTF act	SR-BI uptake up	PvdQ acylase	HTR5A ag
COc1ccc(C(N)=O)c(OCC(=O)Nc2cc(C)on2)c1	-0.2	5	4	4	2	0	-3	-4	-19	12
O=C(O)c1cccc(N=NN2CCOCC2)c1	-0.7	1	-13	27	3	13	.	-27	-1	.
CC(=O)CCC(=O)N1CCCC(N2CCN(c3cccc(Cl)c3)CC2)C1 (configuration not stated)	-1.6	-4	.	11	-2	-1	-3	-11	-6	2
CCOC(=O)c1ccc(NC(=O)c2ccccc2[N+](=O)[O-])cc1	-2.4	-4	54	21	9	4	0	-21	-14	0
O=C(CN(Cc1ccccc1)C(=O)CNS(=O)(=O)c1ccc(F)cc1)NCC1CCCO1 (configuration not stated)	-0.7	-9	.	.	-2	-2	7	.	-12	1
O=C(NC12CC3CC(CC(C3)C1)C2)c1cncc(O)c1	0.7	-3	4	-6	-2	5	-1	6	-16	-5
O=S(=O)(c1ccc(F)cc1)N1CCN(c2ccc(-c3ccccc3)nn2)CC1	1.9	5	18	4	0	6	-7	-4	3	2
O=C(COC(=O)/C=C/c1cccc(F)c1)NC(=O)NC1CCCC1	-0.7	2	-15	-7	0	-4	-3	7	4	2
N/C(=N\OC(=O)c1ccccc1)c1ccn[nH]1	5.3	-9	19	-5	49*	-8	2	5	-9	-6
O=c1cc(CO)oc(C(Nc2ccccn2)c2ccccc2Cl)c1O (configuration not stated)	2.8	-3	-1	4	1	-1	4	-4	7	-2
Cc1[nH]c(=O)c(C#N)cc1-c1ccncc1	-0.8	-7	7	-5	2	1	9	5	4	-3
O=C(OCc1nnc(-c2ccccc2)o1)C1CCN(C(=O)c2ccc(Cl)cc2)CC1	-4.9	-7	-3	10	-2	-4	2	-10	-3	-1
O=C(c1ccco1)c1coc2c1cc(O)c1ccccc12	0.1	-7	-6	12	20	-4	-6	-12	-8	3
COc1ccc(N2CCC(CNC(=O)Nc3ccc(C)c(C)c3)C2)cc1 (configuration not stated)	0.3	-3	0	25	-3	-15	8	-25	5	-3
CN(CC(=O)Nc1cccc(F)c1)C(=O)CCCn1c(=O)oc2ccccc21	-0.2	0	-4	7	3	0	1	-7	-3	3
C=CCNc1sc(C(=O)c2cccs2)c(N)c1C#N	-0.9	-4	-5	15	1	-2	-1	-15	5	-1
Cc1cc(C(=O)OCC(=O)N2c3ccccc3NC(=O)C2(C)C)c(C)n1-c1ccccc1	-0.5	1	-6	-22	-3	0	-4	22	0	-1
CC(=O)Nc1c(C)nn(-c2ccc(C)c(C)c2)c1C	0.8	0	.	1	-2	5	4	-1	0	1
COCc1c(C(=O)OCC(=O)N2c3ccccc3CC2C)oc2ccccc12 (configuration not stated)	0.4	-4	.	-5	-2	2	-3	5	13	-1
O=C(Cn1nnc(-c2cccs2)n1)N1CCOCC1	0.2	-9	-8	-68	1	10	-3	68*	13	4
NS(=O)(=O)c1ccc(CNC(=O)c2cc(=O)c3ccccc3o2)cc1	-0.9	2	-7	-14	-1	21	-6	14	3	4
Cc1ccc(CSCC(=O)N2CCOCC2)cc1	-1.2	-5	-7	-32	3	10	4	32	-1	5
CCCc1nc2ccc(NC(C)=O)cc2c(=O)n1Cc1cccc(Cl)c1	0.7	-1	.	5	2	3	5	-5	1	1
COc1cc(NC(=O)COC(=O)c2ccc(C)c(S(=O)(=O)N3CCCCC3)c2)c(C)cc1[N+](=O)[O-]	-0.2	-9	-3	65	-4	-5	2	-65	-2	5
O=C(CN1C(=O)C2C3C=CC(C3)C2C1=O)NCc1ccco1 (configuration not stated)	-0.1	-6	-7	-7	5	1	2	7	-13	-8
CCOc1ccc(N2C(=O)/C(=C/c3ccccc3)N=C2SC)cc1	-1.6	5	?	.	22	-8	-1	.	-9	2
Nc1nonc1-n1nnc(C(=O)N/N=C/c2cccc(Cl)c2)c1CN1CCCCCC1	3.1	-1	-3	.	-1	-3	-1	.	-12	5
CCC(C)[C@H](NC(=O)[C@@H]1CSC2c3ccccc3C(=O)N21)C(=O)NCc1ccncc1 (some centres not stated)	0.3	-6	3	-9	-1	3	1	9	-22	-2
CCN(CC)c1ccc(-c2nc3cnccn3c2NC2CCCC2)cc1	0.4	6	7	24	2	-2	0	-24	17	10
COc1ccc(C(=O)NC2CC2)cc1OC1CCN(Cc2ccc(Cl)cc2)CC1	0.3	-7	-4	-9	.	30	-6	9	-1	-2
CC(C)CNC(=O)COC(=O)c1ccc(F)cc1Cl	-0.7	-3	13	-21	3	2	0	21	0	3
c1ccc(-c2nc(NC3CCCC3)c3ccccc3n2)cc1	-1.2	0	.	43	2	1	-1	-43	-6	5
Cc1ccc(NC(=O)C2CCN(S(=O)(=O)c3cc([N+](=O)[O-])ccc3Cl)CC2)nc1	-0.2	-2	-49	29	-1	-2	-3	-29	-9	0

Compound activity: PubChem, several laboratories
